GALK inhibitor: blocks human galactokinase activity; P51570; Purified GALK, Kinase-Glo residual ATP luminescence; Potency, µM (doses to about 57.5 µM), without a hit: at the highest dose activity change, negative = inhibition, usual class: inhibitors; 0.007% of 270,000 active; note: potency is the fitted concentration of half-maximal effect; % is set by controls: 0 for no effect and ±100 for the full control effect
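Compounds were pin-transferred into ATP buffer (35 uM final), then GALK plus galactose (5 nM, 100 uM final) was added. After 1 h at room temperature, Kinase-Glo Plus was added and luminescence read after 10 min.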
Mito fusion yeast: inhibitors of mitochondrial division or activators of mitochondrial fusion | S. cerevisiae fusion-defective mutant growth rescue, CellTiterGlo 48 h | Potency, µM (highest dose often 46.1 µM), without a hit: at the highest dose growth rescue (activation), most hits filed as activators | 0.23% of 320,000 active;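 note: potency is the fitted concentration of half-maximal effect; % of control where 0% means no effect; nearly all actives have a fitted effect of over 45% in size; temperature-sensitive fusion mutants such as fzo1-1 at 37 °C on non-fermentable ethanol glycerol medium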
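Read-out: ATP-based luminescence (CellTiterGlo, 10 min ambient) reporting growth of fusion-defective ts yeast after 48 hours at 37C on glycerol/ethanol YPEG medium in the presence of compound.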
Eya2 phos inh: blocks the phosphatase activity of human Eya2 | O00167 | recombinant Eya2, OMFP fluorescence dephosphorylation (OMFP is methylfluorescein phosphate) | 0.006% of 330,000 active | Potency, µM (doses to about 76.9 µM), inactives show at the top dose activity, negative = inhibition, hits mostly inhibitors; note: potency is the fitted concentration of half-maximal effect; % is set by controls: 0 for no effect and ±100 for the full control effect
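Eya2 protein (added as 0.2 uM solution) was preincubated with compound for 10 min at ambient temperature in 50 mM HEPES pH 7.5, 50 mM NaCl, 5 uM MgCl2, 0.05% BSA, 1 mM DTT. OMFP (added at 50 uM) then reacted 10 min; fluorescence read at 485/525 nm.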
PKM2 activator: activators of human pyruvate kinase M2; P14618; purified PKM2, Kinase-Glo ATP luminescence, activation; response scale: 0% is enzyme alone, no compound; Potency, µM (series often up to 57.5 µM), for inactives: top-dose activation, most hits filed as activators; 0.34% of 260,000 active; note: potency is the fitted concentration of half-maximal effect; % is set by controls: 0 for no effect and ±100 for the full control effect; nearly all actives have a fitted effect of over 55% in size
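Purified hPK-M2 (>95% pure) converted ADP (0.1 mM final) to ATP with 0.5 mM PEP in 50 mM imidazole pH7.2, KCl, MgCl2, Tween 20, BSA; 1 h at room temperature. ATP detected by Kinase-Glo luminescence.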
ASM inhibitor: blocks human secretory acid sphingomyelinase; P17405; placental ASM, HMU-PC fluorogenic substrate, 60 min; Potency, µM (highest dose often 57.5 µM), inactives show at the top dose activity change, negative = inhibition, hits mostly inhibitors; 0.006% of 340,000 active; AID 504937; note: potency is the fitted concentration of half-maximal effect
Target sequence (P17405 47-631 limits assumed): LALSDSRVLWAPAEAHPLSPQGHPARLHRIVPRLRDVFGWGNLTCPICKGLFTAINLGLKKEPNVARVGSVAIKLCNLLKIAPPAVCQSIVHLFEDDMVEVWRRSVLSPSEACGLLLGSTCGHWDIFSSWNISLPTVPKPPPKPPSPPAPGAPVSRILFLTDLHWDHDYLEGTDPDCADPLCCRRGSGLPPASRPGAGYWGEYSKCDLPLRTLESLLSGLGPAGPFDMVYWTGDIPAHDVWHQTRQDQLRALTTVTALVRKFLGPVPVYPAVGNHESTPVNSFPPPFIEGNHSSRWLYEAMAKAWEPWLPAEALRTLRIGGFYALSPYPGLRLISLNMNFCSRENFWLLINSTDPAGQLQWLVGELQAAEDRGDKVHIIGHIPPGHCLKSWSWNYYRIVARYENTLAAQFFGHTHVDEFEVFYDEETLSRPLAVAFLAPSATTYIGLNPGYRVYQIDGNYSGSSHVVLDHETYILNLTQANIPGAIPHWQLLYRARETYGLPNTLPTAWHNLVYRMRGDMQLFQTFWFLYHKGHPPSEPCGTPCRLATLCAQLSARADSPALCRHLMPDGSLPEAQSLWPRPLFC
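Human placenta-derived ASM preincubated with compound 10 min at room temperature, then reacted with 9 uM (final) fluorogenic HMU-PC substrate for 60 min at 37 C. Stop solution raises pH to 10; fluorescence read at Ex 386/Em 447 nm.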
Menin MLL FP TR: menin-MLL binding inhibition, Texas Red mutant peptide | O00255 | Menin + Texas Red MLL mutant peptide, fluorescence polarization | Potency, µM (doses to about 61.6 µM), inactives show at the highest dose FP activity change, negative = inhibition, most hits filed as inhibitors | 0.23% of 270,000 active; active = well fitted inhibition curve with a large enough effect in the polarisation, with a control signal flat, not every such curve was filed as active; inconclusive = small, poorly fitted or top-dose-only effect, or effect the other way, or a change in a side signal; inactive = no such curve, though single readings can be large or run the other way; the % refers to the polarisation; note: potency is the fitted concentration of half-maximal effect; % of control where 0% means no effect; many of its hits are not listed in these tables
MBNL1-CUG inh: MBNL1-poly(CUG) RNA binding inhibition; Q9NR56; 0.036% of 280,000 active; TR-FRET MBNL1-His/biotin-(CUG)12 binding, 665/545 ratio; AID 2675; Potency, µM (highest dose often 57.5 µM), without a hit: at the top dose activity change, negative = inhibition, hits mostly inhibitors; active = well fitted inhibition curve with a large enough effect in the signal ratio, with a control signal flat, not every such curve was filed as active; inconclusive = small, poorly fitted or top-dose-only effect, or effect the other way, or a change in a side signal; inactive = no such curve, though single readings can be large or run the other way; the % refers to the signal ratio; note: potency is the fitted concentration of half-maximal effect; % is set by controls: 0 for no effect and ±100 for the full control effect
Target sequence (Q9NR56 whole entry, looked up): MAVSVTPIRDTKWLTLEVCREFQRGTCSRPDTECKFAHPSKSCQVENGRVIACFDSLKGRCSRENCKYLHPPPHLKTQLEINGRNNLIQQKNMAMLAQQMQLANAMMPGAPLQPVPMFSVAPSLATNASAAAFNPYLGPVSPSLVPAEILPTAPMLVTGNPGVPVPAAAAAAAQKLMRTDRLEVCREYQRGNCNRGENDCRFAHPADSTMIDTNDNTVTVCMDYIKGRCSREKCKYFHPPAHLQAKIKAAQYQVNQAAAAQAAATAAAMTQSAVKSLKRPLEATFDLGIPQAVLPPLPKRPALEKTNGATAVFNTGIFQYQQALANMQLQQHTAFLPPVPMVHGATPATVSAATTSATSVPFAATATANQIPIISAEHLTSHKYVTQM
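Inhibition of protein-RNA binding appears as loss of TR-FRET between terbium anti-His antibody on MBNL1-His and streptavidin-XL665 on biotin-(CUG)12. Activity is normalized to buffer-only and uninhibited-complex controls.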
KCNH2 WT inh: inhibitors of human wildtype KCNH2 potassium channel; Q12809; U2OS, BacMam KCNH2, thallium flux FluxOr; stronger effect = lower value; activity change, % at 1.84 µM; 0.37% of 340,000 active;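 active = maximum activity change below -70%; inconclusive = maximum activity change between -70% and -50%; inactive = maximum activity change above -50%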; note: % is set by controls: 0 for no effect and ±100 for the full control effect
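U2OS cells were transduced with wild-type KCNH2 virus (2.03 x 10^8 / mL) for 4 h at room temperature, then cultured overnight at 37 C. Thallium flux was read with FluxOr dye. Rate constants were normalized to DMSO controls.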
Chronic BCR inh: blocks chronic active B-cell receptor signaling; ABC-DLBCL IkBa-CBG/CBR reporter, luminescence ratio, 4 h; 0.05% of 340,000 active; Potency, µM (titrated, usually from 46.1 µM), for the others: top-dose ratio change, negative = lower green/red ratio, usual class: inhibitors; active = well fitted inhibition curve with a large enough effect in the signal ratio, with a control signal flat, not every such curve was filed as active; inconclusive = small, poorly fitted or top-dose-only effect, or effect the other way, or a change in a side signal; the % refers to the signal ratio;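 note: potency is the fitted concentration of half-maximal effect; plate controls were basal doxycycline-induced cells for no effect and cells given 10 µM MG132 for full effect; MG132 reads +100%, hits lower the ratio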
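TMD8 ABC-DLBCL cells carrying doxycycline-inducible green luciferase fused to IkappaBalpha plus unfused red luciferase were exposed to compounds (up to 46 uM) for 4 hrs at 37C. Activity came from the overlap-corrected green/red luminescence ratio.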
USP2a inh: USP2a (human) protease inhibition. O75604. 0.01% of 330,000 active. Potency, µM (highest dose often 38.3 µM), inactives show at the top dose activity change, negative = inhibition, most hits filed as inhibitors. USP2 core, Ub-CHOP2 coupled fluorogenic reporter, 485/531;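 note: potency is the fitted concentration of half-maximal effect; plate controls were DMSO wells for no effect and full inhibition by NEM control for full effect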
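Cell-free coupled assay: 10nM USP2 core preincubated 30min RT with compound in Tris-HCl pH 8.0/CaCl2/CHAPS buffer, then 25nM Ub-CHOP2 and 25nM reporter substrate; fluorescence (Ex 485/Em 531) read after 60min RT, normalized to NEM inhibition, concentration-response curves fitted.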
TSHR antag: blocks TSH signaling through the human TSH receptor; AID 504810; 0.2% of 330,000 active; activity change, negative = inhibition, % at 11.5 µM; P16473; TSHR-expressing cells, TSH-stimulated cAMP HTRF, 2 h; stronger effect = lower value;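 active = activity change below a set negative limit, meaning inhibition stronger than a set level, cut at about -70% in these data; inconclusive = activity change between two set negative limits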; note: % is set by controls: 0 for no effect and ±100 for the full control effect
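Read-out is FRET at 665 nm (cryptate excitation 337 nm) from a cryptate-tagged anti-cAMP antibody, competed by cell cAMP against cAMP-d2. Compounds are tested on freshly harvested TSHR cells challenged with 4nM TSH (EC80) for 2 hours at 37 deg C.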
Active calls of the source: *; ? = inconclusive; . = no result given; [ ] = remark or other dose. Unless noted, calls come from the whole dose curve; as a rule, active = well fitted curve in the direction sought with a large enough effect; inconclusive = small, poorly fitted or top-dose-only effect, or another doubt; inactive = no such curve, though single readings can be large; an effect the other way counts as inactive or inconclusive.

SMILES	GALK inhibitor	Mito fusion yeast	Eya2 phos inh	PKM2 activator	ASM inhibitor	Menin MLL FP TR	MBNL1-CUG inh	KCNH2 WT inh	Chronic BCR inh	USP2a inh	TSHR antag
CCc1cc2c(NC(Cc3c[nH]c4ccccc34)C(=O)O)nc(C)nc2s1 (stereo not drawn)	-4%	-8%	4%	-8%	-1%	6%	-1%	19	0%	1%	-10
Cc1ccc(S(=O)(=O)N2CCCC(c3nnc4n3-c3ccccc3SC4)C2)cc1 (stereo not drawn)	1%	-2%	-32%	-2%	0%	-14%	-1%	15	12%	4%	-9
COc1ccc2c(c1OC)c(=O)n1c3ccc(OC(C)C(=O)NCCN4CCOCC4)cc3c3ccnc2c31 (stereo not drawn)	.	6%	8%	-5%	.	-16%	?	1	?	1%	-10
O=S(=O)(c1cccc(-c2csc(-c3ccccc3)n2)c1)N1CCOCC1	0%	14%	-8%	1%	-4%	8%	9%	-17	-1%	-4%	-19
COC(=O)C(C)SC1=N/C(=C/c2ccc(-n3cncn3)cc2)C(=O)N1 (stereo not drawn)	0%	-4%	-7%	1%	89%[activator]	.	?	-12	?	2%	-7
CC(=O)Nc1ccc(S(=O)(=O)Nc2ccc(N3CCOCC3)c(F)c2)cc1	2%	2%	10%[15.4 µM]	25%	-1%	7%	-13%	6	-2%	3%	-2
Cc1cccn2c(=O)c3cc(C(=O)NCc4ccco4)c(=N)n(C4CCCC4)c3nc12	-1%	-1%	-25%	.	253%[activator]	.	?	1	1%	1%	-13
CC1CCN(S(=O)(=O)c2ccc(C(=O)OC(C)C(=O)NC3CCCCC3C)cc2)CC1 (stereo not drawn)	-3%	-2%	-13%	3%	-2%	.	3%	-2	-1%	2%	7
O=C1CC(C(F)(F)F)=NN1	-3%	5%	7%	13%	-2%	.	-5%	-4	?	2%	-18
CC(C)C(OC(=O)C1CCCO1)C(=O)NC1CCCC1 (stereo not drawn)	14%	-3%	9%	-4%	1%	-1%	2%	-3	1%	1%	-1
O=C(NCCCn1ccnc1)C(=O)NCc1ccccc1	-2%	1%	-3%	1%	2%	-6%	3%	-4	10%	1%	-15
CCN(C(=O)CN1C(=O)NC(c2ccccc2)(c2ccc(C)c(C)c2)C1=O)C1CCS(=O)(=O)C1 (stereo not drawn)	.	-3%	18%	.	1%	.	.	27	-1%	2%	11
CC(=O)Nc1ccc(NC(=O)C(=O)c2cn(CC(=O)N3CCCC3)c3ccccc23)cc1	1%	-1%	17%	1%	-4%	?	14%	-1	-5%	0%	9
Cc1nc(C)c(CCNC(=O)c2ccccc2Br)s1	0%	-4%	-3%	-8%	4%	-5%	-1%	5	-14%	0%	13
O=C(Cn1cc([N+](=O)[O-])ccc1=O)N1CCc2ccccc21	.	.	9%	.	0%	.	.	1	2%	2%	10
Cc1nnsc1C(=O)NNS(=O)(=O)c1cc(C(F)(F)F)cc(C(F)(F)F)c1	.	-4%	1%	-2%	-2%	.	-19%	-4	0%	2%	-4
Cc1ccc(CNc2oc(COc3ccccc3Cl)nc2C#N)cc1	-1%	7%	4%	-2%	5%	-26%	2%	2	-2%	4%	-9
COC(=O)c1ccccc1NC(=O)CN(c1ccc(C)cc1)S(C)(=O)=O	2%	12%	4%	-1%	0%	?	0%	-10	?	-1%	0
CNC(=O)COC(=O)COc1ccc2c(C)cc(=O)oc2c1	0%	-1%	-2%	3%	17%	-17%	-4%	-10	5%	5%	23
COc1ccc(S(=O)(=O)Nc2cc(C(=O)NCCCN3CCOCC3)ccc2N2CCOCC2)cc1	-2%	20%	-4%	3%	2%	-6%	-3%	.	0%	0%	4
CCn1c(SCC(=O)Nc2nnc(C)s2)nnc1C(C)NC(=O)c1ccccc1F (stereo not drawn)	0%	-1%	6%	-9%	-2%	-20%	-4%	-3	-11%	1%	7
COc1ccc(S(=O)(=O)NC(Cc2cnc[nH]2)C(=O)O)cc1 (stereo not drawn)	0%	1%	-4%	-7%	4%	4%	3%	3	-14%	4%	-32
CCN(Cc1ccc(NC(C)=O)cc1)CC1CCCN(CCc2cccc(OC)c2)C1 (stereo not drawn)	4%	0%	-3%	-5%	0%	-17%	-1%	-1	-12%	0%	-2
COC(=O)c1cc2c(N)c(C(=O)c3ccc(Cl)cc3)sc2nc1C(OC)OC	6%	21%	-2%	?	?	.	39%[activator]	8	?	-5%	3
O=C1c2ccccc2NC(c2ccccc2O)N1NS(=O)(=O)c1ccccc1 (stereo not drawn)	-2%	9%	4%	2%	-2%	15%	-4%	0	4%	4%	8
CC(C)(C)[C@@H]1C=C(C(=O)O)O[C@H](OCc2ccc(CO)cc2)C1	0%	-1%	-6%	6%	3%	0%	1%	-5	3%	-1%	-3
COc1ccc(N2CCN(c3cnc4ccccc4n3)CC2)cc1	1%	3%	-6%	0%	2%	1%	95%[activator]	4	?	1%	-1
COC(=O)C(Cc1ccccc1)NC(=O)COc1ccc(C(C)(C)C)cc1 (stereo not drawn)	0%	2%	-31%	-8%	0%	?	-2%	-3	4%	2%	-21
Cc1ccc(C)c(S(=O)(=O)N2CCN(CC(=O)NC(=O)NCc3ccco3)CC2)c1	-8%	-1%	-6%	5%	3%	-7%	-4%	5	-1%	2%	-2
COc1ccc(NC(C)=O)cc1NC(=O)CSc1nnc(-c2ccc(F)cc2)n1N	2%	1%	7%	2%	11%	13%[11.7 µM]	0%	-1	-1%	-1%	-11
Cc1ccc(C(=O)Nc2nc(C)c(C)s2)o1	0%	-3%	5%	-46%	0%	-2%	2%	-2	0%	4%	0
CCOC(=O)c1c(NC2=NS(=O)(=O)c3ccccc32)sc2c1CCCCC2	2%	0%	0%	-13%	-10%	-23%	0%	1	-18%	5%	-10
CCOC(=O)c1ccc(N2C(=O)C(O)=C(C(C)=O)C2c2ccccn2)cc1 (stereo not drawn)	1%	-1%	2%	4%	0%	-11%	?	-2	?	-1%	-8
COc1ccc(NC(=O)CN2C(=O)COc3ccc(S(=O)(=O)N4CCOCC4)cc32)cc1Cl	7%	-8%	-1%	.	-2%	6%	-3%	6	-11%	3%	1
CCOc1ccc(N2C(=O)C3C(c4ccccc4F)NN(C(=O)c4ccc(C)cc4)C3C2=O)cc1 (stereo not drawn)	.	-4%	5%	5%	-6%	3%	1%	-6	1%	3%	35
C[N+]1(CCn2ccc3ccccc32)CCCCC1	17%	-4%	10%	.	-1%	-1%	-8%	-18	-5%	-1%	4
COc1ccc([C@H]2CC(=O)C=C(c3ccc4cc[nH]c4c3)C2)cc1	.	?	5%	.	-1%	.	.	-8	13%	-5%	10
NC(=O)CC(NC(=O)c1cccc(Br)c1)c1ccc(N2CCN(c3ccc(F)cc3)CC2)c([N+](=O)[O-])c1 (stereo not drawn)	.	1%	2%	-1%	3%	?	2%	3	0%	5%	-7
CCOC(=O)c1sc(NC(=O)C2CC(=O)N(c3ccc(OCC)cc3)C2)nc1C (stereo not drawn)	5%	-15%	17%	.	?	.	-7%	2	?	0%	-5
Cc1cccc(C(=O)NCC(=O)Nc2ccncc2)c1	.	1%	-6%	.	0%	.	.	-9	-23%	5%	3
CC(C)(Cc1ccc(O)cc1)NC(=O)SCc1ccccc1	3%	7%	3%	-2%	-2%	7%	-1%	-9	3%	-2%	19
COC/C=C/C1=CC2=CC(=O)C(C)(OC(=O)c3cnc4ccccc4n3)C(=O)C2=CN1C(CO)CO (stereo not drawn)	0%	16%	11%	-4%[11.5 µM]	13%	1%[11.7 µM]	?	17	?	-3%	1
CC(=O)c1c(COC(=O)c2ccco2)nc2ccccc2[n+]1[O-]	-2%	4%	-4%	1%	0%	?	?	-8	7%	-1%	6
O=c1[nH]c2ccccc2cc1CN(Cc1cccnc1)S(=O)(=O)c1ccc([N+](=O)[O-])cc1	-3%	4%	-2%	.	0%	.	?	19	0%	-4%	-12
Cc1occc1C(=O)NNC1=CC(=O)CC(C)(C)C1	3%	-2%	0%	-4%	1%	-1%	.	-3	-1%	2%	-2
CC1=C(C(=O)OCc2ccccc2)C(c2ccccc2OC(F)F)NC(=O)N1 (stereo not drawn)	10%	4%	-5%	-3%	-2%	-10%	6%	3	3%	1%	-8

Screening results (PubChem BioAssay)

Only part of the results is shown; count on the stated rates, not on these rows.
